Compound activity (PubChem BioAssay)
NTMT1 inh: blocks human N-terminal methyltransferase 1 activity. Q9BV86. NTMT1 MTase-Glo SAH luminescence, purified enzyme. Potency, µM (titrated, usually from 114 µM), for the others: at the highest dose activity change, negative = inhibition, hits mostly inhibitors. 59,000 compounds, 2.5% hits. AID 1645870;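 note: potency is the fitted concentration of half-maximal effect; plate controls were DMSO vehicle for no effect and no enzyme for full effect; nearly all actives have a fitted effect of over 65% in size; many of its hits are not listed in these tables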
B2AR arrestin ag: ADRB2 beta-arrestin recruitment; HTLA Tango cells, beta-arrestin recruitment, luciferase luminescence, 18 h; Potency, µM (titrated, usually from 46.1 µM), without a hit: at the highest dose activation, usual class: activators; 44,000 tested, under 10 active; AID 1347077;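 note: potency is the fitted concentration of half-maximal effect; 0% = DMSO and full agonism = EC100 isoproterenol or metaproterenol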
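Luminescence read-out: arrestin recruitment to recombinant beta2-AR releases tTA, inducing luciferase. Cells exposed 18 hr at 37 degrees C to up to 46 microM compound; %Activity from corrected signal, concentration-response curves classified by r2, magnitude and efficacy.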
FH mod: Identification of activators of human fumarate hydratase by quantitative high-throughput screening. FH coupled MDH/diaphorase resazurin fluorescence, 15 min. Potency, µM (series often up to 79.9 µM), without a hit: top-dose activity change, negative = inhibition, actives largely listed as inhibitors. 54,000 compounds, 0.22% hits. AID 1347055, 2019; note: potency is the fitted concentration of half-maximal effect; % is set by controls: 0 for no effect and ±100 for the full control effect; the screen sought activators but most active calls are inhibition curves; nearly all actives have a fitted effect of over 45% in size
Target sequence (P07954 whole entry, looked up): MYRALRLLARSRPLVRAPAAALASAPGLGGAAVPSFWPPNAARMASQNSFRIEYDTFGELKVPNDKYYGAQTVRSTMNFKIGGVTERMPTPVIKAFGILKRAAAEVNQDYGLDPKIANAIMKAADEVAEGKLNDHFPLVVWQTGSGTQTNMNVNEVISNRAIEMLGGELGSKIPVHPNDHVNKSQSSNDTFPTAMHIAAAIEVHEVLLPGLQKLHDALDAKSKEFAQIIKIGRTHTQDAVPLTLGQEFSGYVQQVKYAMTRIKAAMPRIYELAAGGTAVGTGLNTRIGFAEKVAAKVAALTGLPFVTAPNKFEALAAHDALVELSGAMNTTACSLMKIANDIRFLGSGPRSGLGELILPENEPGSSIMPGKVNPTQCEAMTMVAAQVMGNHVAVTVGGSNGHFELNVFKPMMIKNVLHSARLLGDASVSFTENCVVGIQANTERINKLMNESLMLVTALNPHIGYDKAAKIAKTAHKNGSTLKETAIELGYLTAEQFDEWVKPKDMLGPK
TSG101-PTAP inh: blocks PTAP binding to human TSG101, validation. AID 1347069. Fluorescence polarization, FITC-PTAP peptide/Tsg101, 20 min. 44,000 tested, under 10 active. Potency, µM (doses to about 115 µM), inactives show top-dose activity change, negative = inhibition, actives largely listed as inhibitors. Q99816; note: potency is the fitted concentration of half-maximal effect; 0% is about no effect
Target sequence (Q99816 whole entry, looked up): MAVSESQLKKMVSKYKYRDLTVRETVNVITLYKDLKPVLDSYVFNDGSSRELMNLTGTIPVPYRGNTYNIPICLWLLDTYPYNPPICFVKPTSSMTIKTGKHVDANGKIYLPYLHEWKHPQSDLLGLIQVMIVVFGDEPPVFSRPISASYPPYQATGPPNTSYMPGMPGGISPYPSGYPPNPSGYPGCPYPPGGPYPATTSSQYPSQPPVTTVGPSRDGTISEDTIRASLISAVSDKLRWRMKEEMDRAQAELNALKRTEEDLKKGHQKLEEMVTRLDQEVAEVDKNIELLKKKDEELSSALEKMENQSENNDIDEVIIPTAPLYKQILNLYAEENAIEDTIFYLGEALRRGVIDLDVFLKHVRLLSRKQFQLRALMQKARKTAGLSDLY
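Compounds pinned into 10 uM Tsg101 binding domain, then 50 nM FITC-PTAP peptide added in pH 7.5 HEPES buffer; FP read after 20 min, room temperature. Total S+P intensity flags fluorescent compounds; active cut-off <25 µM, efficacy <60%.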
GALK inh: inhibits human galactokinase; P51570; recombinant GALK, Kinase-Glo ATP luminescence, 1 h; Potency, µM (titrated, usually from 57.5 µM), for the others: at the highest dose activity, negative = inhibition, hits mostly inhibitors; 44,000 tested, under 10 active; AID 1347072;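 note: plate controls were full GALK reaction for no effect and reaction lacking GALK for full effect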
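Reactions with and without enzyme served as controls. GALK at 5 nM phosphorylates 100 uM galactose using 35 uM ATP (HEPES pH 8.0, Mg2+) for 1 h at RT, with luminescence read 10 min after adding Kinase-Glo Plus.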
p53null 39C tox: kills p53 null cells at the nonpermissive temperature | 55,000 compounds, 0.97% hits | Potency, µM (highest dose often 46.1 µM), without a hit: at the top dose activity, negative = cell killing, hits mostly cytotoxic | H1299 p53-null (neo) cells, 39C, ATPlite viability, 24 h | AID 904;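 note: potency is the fitted concentration of half-maximal effect; 0% = DMSO only and -100% = full killing by 100 µM tamoxifen; nearly all actives have a fitted effect of over 50% in size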
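ATP-luminescence viability readout (ATPlite, 20 min RT) after 24 hr compound treatment at 39C of H1299-neo or H1299-p53A138V cells; titration up to 46 uM; normalized to DMSO and 100 uM tamoxifen; Hill-fit AC50.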
p53null 32C kill: selectivity test: cytotoxicity in p53 null cells, permissive temperature | H1299-neo p53 null cells, ATP luminescence, 24 h, 32C | Potency, µM (highest dose often 46.1 µM), inactives show at the highest dose activity change, negative = cytotoxicity, hits mostly cytotoxic | 55,000 compounds, 0.62% hits | AID 903;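 note: potency is the fitted concentration of half-maximal effect; 0% = DMSO only and -100% = full killing by 100 µM tamoxifen; nearly all actives have a fitted effect of over 55% in size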
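Cytotoxicity: H1299-neo (no p53), 32C, 24 h treatment. Concentrations up to 46 uM. Readout cellular ATP, luminescence. Normalization to DMSO basal and tamoxifen 100 uM maximal kill.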
The depositor's hits bear a star; ? = inconclusive; nt = no result given; [ ] = another dose, or the depositor's remark. Calls come from the whole dose curve; as a rule, active = well fitted curve in the direction sought with a large enough effect; inconclusive = small, poorly fitted or top-dose-only effect, or another doubt; inactive = no such curve, though single readings can be large; an effect the other way counts as inactive or inconclusive.

SMILES	NTMT1 inh	B2AR arrestin ag	FH mod	TSG101-PTAP inh	GALK inh	p53null 39C tox	p53null 32C kill
CCOc1ccccc1NC(=O)Cn1nnc(C(=O)Nc2ccc(C)c(C)c2)c1N	8%	1%	-4%	2%	0%	-10%	1%
COc1ccc(NC(=O)c2cc3c(=O)n(Cc4cccnc4)ccc3nc2C)cc1OC	-7%	7%	-11%	-5%	-4%	-5%	1%
O=C(Cn1c(-c2cccs2)cc2cc(Cl)ccc21)N1CCN(c2ccccc2F)CC1	4%	0%	-8%	3%	-8%	-7%	-6%
O=C(CS(=O)(=O)c1nc(-c2ccc(Cl)cc2)cn1-c1ccccc1)Nc1cccc(Cl)c1	-5%	0%	-13%	-4%	-2%	-7%	6%
CCc1ccc(S(=O)(=O)c2cn(Cc3ccc(OC)cc3)c3cc(OC)c(OC)cc3c2=O)cc1	19%	1%	-19%	-1%	9%	-12%	18%
COc1ccc(C)cc1NC(=O)CCn1nc(C)cc1C	13%	0%	-13%	2%	-1%	6%	-8%
Cc1ccc2c(=O)cc(C(=O)Nc3ccc(S(=O)(=O)Nc4nc(C)cc(C)n4)cc3)oc2c1	-3%	-1%	?	-3%	3%	0%	1%
Cc1ccc2c(c1)-c1c(c(C(=O)N3CCN(c4cc(C)ccc4C)CC3)nn1C)CS2	?	-1%	-22%	?	2%	19%	8%
COc1ccc(CCNC(=O)c2ccc3c(c2)N(Cc2cccc(Cl)c2)C(=O)CS3)cc1OC	1%	-1%	-13%	2%	-3%	5%	8%
CSc1oc(-c2cccs2)nc1S(=O)(=O)c1ccc(Br)cc1	-7%	1%	-16%	-10%	-2%	13%	9%
Cc1ccc(-n2c(=O)c3c(C)c(C(=O)N(C)C)sc3n(CC(=O)C(C)(C)C)c2=O)cc1C	20%	-2%	-4%	-12%	-4%	7%	-5%
CCOC(=O)c1ccc(N2CCN(c3ccccc3OC)CC2)c(NC(=O)Nc2ccc(CC)cc2)c1	nt	3%	nt	-3%	2%	30%[activator]	-5%
COc1ccc(-c2cc(C(F)(F)F)n3nc(C(=O)Nc4cc(C(F)(F)F)ccc4Cl)cc3n2)cc1OC	3%	1%	-16%	3%	8%	nt	nt
COc1ccc(NC(=O)C2CCN(S(=O)(=O)c3cn(C)cn3)CC2)cc1Cl	9%	0%	-17%	-12%	1%	3%	-1%
COc1cccc(N2CCN(C(=O)C3CCN(S(=O)(=O)c4cn(C)cn4)CC3)CC2)c1	0%	1%	-14%	-1%	-2%	7%	-1%
CCOc1ccc(N2CC(NC(=O)CCc3ccccc3)CC2=O)cc1 (stereo unspecified)	-4%	-2%	9%	0%	-1%	8%	-2%
CCOC(=O)c1cc(-c2ccccc2)n(-c2cccc(C(=O)Nc3ccc(F)c(F)c3)c2)c1C	7%	0%	?	-1%	-10%	15%	-12%
COc1cc(OC)cc(C(=O)N2CCC(c3ccncc3)CC2)c1	5%	-3%	7%	-4%	-1%	0%	0%
Cc1ccc(-n2nc(C(=O)N3CCN(c4cc(Cl)ccc4C)CC3)c3c4ccccc4n(C)c3c2=O)cc1	14%	1%	?	-1%	10%	5%	0%
CCN(C(=O)CCS(=O)(=O)c1ccc2c(c1)CCN2C(C)=O)c1cccc(C(F)(F)F)c1	-7%	-2%	0%	-3%	0%	5%	4%

The final 4 compounds of the part above lead into the next.
SMILES	NTMT1 inh	B2AR arrestin ag	FH mod	TSG101-PTAP inh	GALK inh	p53null 39C tox	p53null 32C kill
CCOC(=O)c1cc(-c2ccccc2)n(-c2cccc(C(=O)Nc3ccc(F)c(F)c3)c2)c1C	7%	0%	?	-1%	-10%	15%	-12%
COc1cc(OC)cc(C(=O)N2CCC(c3ccncc3)CC2)c1	5%	-3%	7%	-4%	-1%	0%	0%
Cc1ccc(-n2nc(C(=O)N3CCN(c4cc(Cl)ccc4C)CC3)c3c4ccccc4n(C)c3c2=O)cc1	14%	1%	?	-1%	10%	5%	0%
CCN(C(=O)CCS(=O)(=O)c1ccc2c(c1)CCN2C(C)=O)c1cccc(C(F)(F)F)c1	-7%	-2%	0%	-3%	0%	5%	4%
Cc1cccc(N(C)C(=O)c2cc3c(=O)oc4ccc(C)cc4c3s2)c1	-18%	1%	-8%	-8%	-1%	0%	0%
CCC(C)NC(=O)CCCn1c(=O)c2cccn2c2ccccc21 (stereo unspecified)	20%	0%	-7%	0%	5%	-14%	-6%
O=C(NCCc1nc2ccccc2n1CCOc1ccc(Cl)cc1)C1CCCCC1	-3%	-4%	nt	2%	3%	13µM*	-10%
CC(=O)N1CCCc2cc(S(=O)(=O)N(C)CC(=O)Nc3ccc(C(C)C)cc3)ccc21	11%	0%	-19%	-7%	-2%	17%	-9%
O=C(NCc1ccc(F)cc1)C(=O)NCC(c1ccco1)S(=O)(=O)c1cccs1 (stereo unspecified)	2%	-4%	-18%	0%	-1%	9%	-5%
Cc1ccc(N2CC(NC(=O)Cc3cccs3)CC2=O)cc1C (stereo unspecified)	-2%	-3%	0%	0%	2%	-19%	6%
COc1cc(C(=O)Nc2ccc3nc(SCc4ccccc4)sc3c2)cc(OC)c1OC	4%	-2%	-16%	-3%	1%	1%	5%
COc1cc(Cl)c(C)cc1NC(=O)CCc1nc2cccnc2n1Cc1cccs1	6%	-2%	?	-1%	0%	23%	8%
CCN(C(=O)C1CCCN(c2ncnc3c2nc2n3CCCCC2)C1)c1cccc(C)c1 (stereo unspecified)	-15%	3%	-5%	-4%	0%	-16%	-5%
Cc1ccc(CCNC(=O)c2cc3c(=O)n(C)c4ccccc4c3n2C)cc1	1%	0%	-22%	-2%	4%	-13%	-4%
O=C(Cn1cc(S(=O)(=O)Cc2cccc(Cl)c2)c2ccccc21)NCc1ccccc1Cl	8%	0%	-3%	-5%	1%	-20%	-19%
COc1ccc(-c2[nH]c(-c3ccc(F)cc3)nc2SCC(=O)Nc2ccc(OC)c(OC)c2)cc1	-13%	0%	-41%	-2%	-10%	-1%	14%
CC(C)Oc1ccc(CNC(=O)CN2C(=O)c3cccnc3Oc3ccc(Cl)cc32)cc1	15%	0%	5%	2%	1%	-4%	3%
CCCCOC(=O)c1cccc(NC(=O)c2cc3ccccc3o2)c1	1%	-1%	-28%	2%	0%	13µM*	10µM*
COc1ccccc1NC(=O)CSC1=Nc2ccccc2N=C(c2ccc(F)cc2)C1	3%	-1%	-8%	0%	0%	-8%	0%
Cc1ccc2nc(N3CCN(c4cccc(C(F)(F)F)c4)CC3)c3nnnn3c2c1	nt	0%	nt	-1%	3%	0%	-11%
O=c1c(S(=O)(=O)c2cccc(Cl)c2)cn(Cc2ccccc2)c2cc(N3CCCCC3)c(F)cc12	8%	2%	-6%	-3%	3%	-6%	-2%
CCOc1ccc(NC(=O)c2ccc3c(=O)n4nc(Nc5ccccc5C)sc4nc3c2)cc1	-1%	-1%	-11%	1%	0%	25%	3%
COc1ccc(CNC(=O)C2CCN(S(=O)(=O)N3CCC(C)CC3)CC2)c(OC)c1	-8%	-1%	-7%	-7%	4%	19%	2%
COc1ccccc1NC(=O)CSc1ccc(-c2ccccn2)nn1	3%	1%	?	-10%	?	-27%	-26%
Cc1ccc(NC(=O)CSc2nc(-c3cccs3)nc3cc(=O)[nH]n23)cc1	nt	-1%	nt	1%	-6%	-9%	-5%
Cc1nc(Oc2ccccc2C)c2oc3ccccc3c2n1	16%	-2%	-10%	-1%	1%	-10%	16%
COc1ccc(C2c3c(n(C)c4ccccc34)C(=O)N2CC(=O)Nc2ccccc2Cl)cc1 (stereo unspecified)	9%	1%	-27%	6%	0%	7%	2%
COc1ccc(-c2noc(C3CC(=O)N(c4ccc(C)c(F)c4)C3)n2)c(OC)c1 (stereo unspecified)	-2%	1%	-23%	0%	3%	-6%	7%
COCCNC(=O)c1ccc(-n2c(-c3ccccc3)cc3c2CCC(C)C3)cc1 (stereo unspecified)	-1%	0%	0%	-2%	-3%	42%[activator]	15%
CCn1ccc2cc(S(=O)(=O)N3CCCN(C(=O)Nc4ccccc4OC)CC3)ccc21	17%	0%	-6%	-8%	-2%	-11%	-3%
CCCCCOC(=O)CSc1nc2sc3c(c2c(=O)n1Cc1ccccc1)CC(C)(CC)OC3 (stereo unspecified)	-11%	0%	-8%	4%	-2%	-19%	6%
CC(C)c1ccc(S(=O)(=O)N2CCN(CC(=O)Nc3ccccc3C(F)(F)F)CC2)cc1	0%	1%	-13%	-1%	-3%	13%	14%
CCn1c(=O)c2cc(C(=O)Nc3cccc(C(F)(F)F)c3)sc2c2ccccc21	6%	-2%	-1%	0%	9%	17%	-5%
Cc1ccccc1C(=O)Nc1ccccc1C(=O)OCc1cc(=O)n2nc(C3CC3)sc2n1	18%	0%	4%	2%	1%	-2%	?
O=C(C1CCC(Cn2c(=O)c3sccc3n(Cc3ccccc3F)c2=O)CC1)N1CCOCC1 (stereo unspecified)	-30%	-1%	-1%	-5%	-2%	-10%	8%
COc1ccccc1NC(=O)Cn1cnc2c(nc3n2CCCCC3)c1=O	-17%	0%	5%	-4%	5%	-7%	-7%
CCn1ccc2cc(S(=O)(=O)N3CCCN(C(=O)NCC(C)C)CC3)ccc21	?	1%	-5%	-2%	-2%	1%	-7%
O=C(NC1CC(=O)N(c2ccc(F)cc2)C1)C(c1ccccc1)c1ccccc1 (stereo unspecified)	1%	1%	-17%	2%	1%	-13%	-9%
O=C(Cn1cc(SCc2ccc(F)cc2)c2ccccc21)N1CCCCCC1	-11%	0%	-29%	2%	0%	-14%	8%
CCOc1ccccc1C(=O)N1CCN(CCc2ccccn2)CC1	12%	-3%	13%	0%	0%	-15%	-1%
Cc1cc(Cl)ccc1NC(=O)C1CCN(c2nnc(-n3c(C)ccc3C)s2)CC1	-5%	1%	-14%	5%	-2%	-13%	-4%
CCn1cc2c(n1)-c1c(oc(C(=O)Nc3cccc(C(F)(F)F)c3)c1C)CC2	2%	0%	-4%	-5%	-11%	?	49%[activator]
O=C(CCc1nnc2n(Cc3ccccc3Cl)c(=O)c3ccccc3n12)Nc1ccc(F)c(F)c1	-2%	-2%	-6%	-5%	7%	?	0%
CCOc1ccc(NC(=O)c2ccc3c(=O)n4c(nc3c2)CCCCC4)cc1	3%	-2%	-19%	3%	5%	-19%	-11%
Cc1ccccc1NC(=O)Cn1c(=O)n(CCc2ccccc2)c(=O)c2ccccc21	-18%	-2%	-19%	3%	3%	-10%	-2%
CC(C)C(=O)NCC1(N(C)C)CCCCC1	1%	-3%	-4%	1%	4%	-20%	-4%
O=S(=O)(c1ccccc1)c1nc(-c2ccc(Cl)cc2Cl)oc1N1CCCCCC1	-3%	0%	-18%	-5%	0%	11%	-4%

Not all compounds are listed. The share of hits here may be higher or lower than overall.
